bIAP activator: bovine intestinal alkaline phosphatase activators, primary screen, biochemical, bovine IAP, CDP-star luminescence; purified bovine IAP, 30 min; stronger effect = higher value; fold of DMSO-control signal, blank-subtracted; activation factor at 20 µM; actives 0.17% (n = 200,000); AID 1016, 2008;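 active means activation factor of 2 or more at 20 µM, a signal rise over negative controls twice the positive control's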
bIAP inh: bovine intestinal alkaline phosphatase inhibitors, primary screen, selectivity assay for TNAP inhibitor project, biochemical, bovine IAP, CDP-star luminescence | alkaline phosphatase, intestinal [Bos taurus] | purified bovine IAP, 30 min | inhibition, % at 20 µM | 190,000 tested, under 10 active | AID 1019, 2008;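 active means over 50% inhibition of intestinal alkaline phosphatase at 20 µM in the single-dose screen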
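test system = bovine IAP enzyme | medium = DEA buffer 100 mM, pH 9.8, with MgCl2 1.0 mM, ZnCl2 0.02 mM | detection = luminescence | dosing = single compound dose of 20 µM, 2% DMSO final | incubation = 30 min reaction at room temperature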
TNAP inh hi DEA: human TNAP enzyme inhibitors, primary screen, biochemical, luminescent, high phosphate acceptor level, uHTS | actives 0.03% (n = 200,000) | Alkaline phosphatase, tissue-nonspecific isozyme (Homo sapiens), P05186 | inhibition, % at 20 µM | purified TNAP, CDP-star luminescence, 1 M DEA;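 active means over 50% inhibition of tissue-nonspecific alkaline phosphatase at 20 µM in the single-dose screen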;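 further: plate controls were DMSO wells for no effect and EDTA-quenched wells as full inhibition for full effect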
Target sequence (P05186 whole entry, looked up): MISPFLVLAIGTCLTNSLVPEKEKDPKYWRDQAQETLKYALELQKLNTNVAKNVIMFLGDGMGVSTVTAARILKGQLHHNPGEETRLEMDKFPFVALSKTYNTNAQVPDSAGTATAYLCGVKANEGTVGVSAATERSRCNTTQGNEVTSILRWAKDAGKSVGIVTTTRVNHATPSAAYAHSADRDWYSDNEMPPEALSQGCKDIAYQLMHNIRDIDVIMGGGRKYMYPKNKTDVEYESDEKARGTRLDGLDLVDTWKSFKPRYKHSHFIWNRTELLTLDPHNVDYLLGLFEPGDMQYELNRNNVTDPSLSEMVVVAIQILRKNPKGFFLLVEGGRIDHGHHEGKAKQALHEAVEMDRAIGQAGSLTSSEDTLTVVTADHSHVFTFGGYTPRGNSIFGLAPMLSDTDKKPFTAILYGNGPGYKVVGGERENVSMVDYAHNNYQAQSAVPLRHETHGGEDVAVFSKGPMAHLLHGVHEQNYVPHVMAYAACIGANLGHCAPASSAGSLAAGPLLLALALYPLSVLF
Efa HMGR inh: inhibitors of E. faecalis class II HMGR, primary screen, biochemical, Enterococcus faecalis | HMG-CoA reductase (Enterococcus faecalis, mvaE) | purified E. faecalis HMGR, NADPH absorbance 340 nm kinetic | inhibition, % at 10 µM | actives 0.41% (n = 190,000);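 active means inhibition above a set limit, the median over all tested compounds plus 3 SD, cut at about 9.5% in these data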;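 further: enzyme runs in reverse so mevalonate oxidation gives rising NADPH absorbance; 0% = complete reaction with DMSO and 100% = background rate lacking mevalonate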
TNAP inh noacc: human TNAP enzyme inhibitors, primary screen, biochemical, luminescent, no phosphate acceptor, uHTS. Alkaline phosphatase, tissue-nonspecific isozyme (Homo sapiens), P05186. actives 0.26% (n = 200,000). purified TNAP, CDP-star luminescence, 30 min. inhibition, % at 20 µM;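 active means tissue-nonspecific alkaline phosphatase inhibition above about 50% at 20 µM in the single-dose screen, limit read from the data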;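 further: 0% = DMSO negative control and 100% = EDTA positive control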
TNAP act hi DEA: TNAP activators at high phosphate acceptor level, primary screen, biochemical, luminescence, uHTS; Alkaline phosphatase, tissue-nonspecific isozyme (Homo sapiens), P05186; purified TNAP, CDP-star luminescence, 1 M DEA, 30 min; stronger effect = higher value; 0 = EDTA background, 1 = DMSO-only activity; activation factor at 20 µM; 200,000 tested, under 10 active; AID 1136, 2008;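 active means activation factor at least 2 at 20 µM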
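system = human TNAP | amount = enzyme diluted 1/800 final | reagent = 100 µM CDP-star substrate | signal = luminescent substrate turnover signal | dosing = one dose, 20 µM | benchmarks = EDTA negative control, DMSO positive control | measure = activation factor | timing = 30 min reaction, room temperature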
PPARg SRC-1 ag: PPARgamma agonists recruiting SRC-1 coactivator, primary screen, biochemical | PPARgamma-SRC-1 coactivator recruitment biochemical assay | activation, % at 8 µM | actives 0.41% (n = 200,000) | AID 631, 2007 | Peroxisome proliferator-activated receptor gamma (Homo sapiens), P37231; in the data active means activation above about 19%;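 further: 0% = DMSO and 100% = reference agonist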
Target sequence (P37231 whole entry, looked up): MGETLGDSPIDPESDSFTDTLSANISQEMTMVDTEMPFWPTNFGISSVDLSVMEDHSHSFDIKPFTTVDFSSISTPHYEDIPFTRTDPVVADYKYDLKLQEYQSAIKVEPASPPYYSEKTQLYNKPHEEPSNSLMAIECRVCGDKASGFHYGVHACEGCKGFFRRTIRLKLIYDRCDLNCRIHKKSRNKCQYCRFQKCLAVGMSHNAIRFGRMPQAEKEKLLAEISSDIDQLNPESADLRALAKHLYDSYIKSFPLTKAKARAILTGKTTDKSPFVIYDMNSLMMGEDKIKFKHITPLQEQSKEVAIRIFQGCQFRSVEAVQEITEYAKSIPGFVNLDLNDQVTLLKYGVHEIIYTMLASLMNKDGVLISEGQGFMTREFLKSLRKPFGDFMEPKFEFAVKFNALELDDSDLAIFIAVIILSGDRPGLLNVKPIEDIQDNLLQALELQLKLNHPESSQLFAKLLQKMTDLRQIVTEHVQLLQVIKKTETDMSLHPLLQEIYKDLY
TR-FRET SRC-2 ct: TR-FRET signal artefacts, primary screen, artefact control for PPARgamma SRC-2 agonist project, biochemical | TR-FRET artefact counter-screen; stronger effect = higher value | actives 0.4% (n = 200,000) | TR-FRET ratio at 8 µM | AID 1049, 2008; in the data active means TR-FRET ratio above about 2000; further: inactives centre near 1500
PPARg SRC-2 ag: agonists of PPARg-SRC-2 recruitment, primary screen, biochemical, HTS; actives 0.34% (n = 200,000); activation, % at 8 µM; PPARgamma LBD-SRC-2 recruitment; Peroxisome proliferator-activated receptor gamma (Homo sapiens), P37231; in the data active means activation above about 22%;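 further: 0% = vehicle and 100% = reference agonist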
PPARg SRC3 recr: PPARgamma agonists recruiting SRC-3 coactivator, primary screen, biochemical; activation, % at 8 µM; actives 0.26% (n = 200,000); Peroxisome proliferator-activated receptor gamma (Homo sapiens), P37231; biochemical PPARgamma/SRC-3 coactivator recruitment assay; in the data active means activation above about 23%;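 further: 0% = DMSO and 100% = reference agonist; some compounds past the cut are filed as inactive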
An asterisk follows results filed as active.

Screening O=C(CCC1(C(=O)O)CCC(=O)NC1)NCc1ccccc1 (stereo not drawn) returned bIAP activator 0.9, bIAP inh 9, TNAP inh hi DEA -7, Efa HMGR inh 2, TNAP inh noacc -13, TNAP act hi DEA 1.1, PPARg SRC-1 ag 2, TR-FRET SRC-2 ct 1688, PPARg SRC-2 ag 4 and PPARg SRC3 recr 2.
CC1(C)C(=O)OC(c2ccco2)C(C)(C)C1=O (stereo not drawn) was read as bIAP activator 1, bIAP inh 2, TNAP inh hi DEA 6, Efa HMGR inh -3, TNAP inh noacc 6, TNAP act hi DEA 0.9, PPARg SRC-1 ag 8, TR-FRET SRC-2 ct 1517, PPARg SRC-2 ag 6 and PPARg SRC3 recr 1.
CCOC(=O)c1c(CN2CCN(C)CC2)n(C)c2cc(Br)c(OC)cc12 was read as bIAP activator 0.9, bIAP inh 9, TNAP inh hi DEA -9, Efa HMGR inh -1, TNAP inh noacc -6, TNAP act hi DEA 1.1, PPARg SRC-1 ag 2, TR-FRET SRC-2 ct 1438, PPARg SRC-2 ag -5 and PPARg SRC3 recr -1.
For COCCCNC(=S)NNC(=O)C1CC1c1ccc(C(C)(C)C)cc1 (stereo not drawn) the results were bIAP activator 1.4, bIAP inh -42, TNAP inh hi DEA -1, Efa HMGR inh -6, TNAP inh noacc -130, TNAP act hi DEA 1, PPARg SRC-1 ag -3, TR-FRET SRC-2 ct 1736, PPARg SRC-2 ag 2 and PPARg SRC3 recr 4.
`COc1cc(OC)cc(C(=O)NCC(=O)OC2CCOC2=O)c1` (stereo not drawn) gave bIAP activator 1, bIAP inh 1, TNAP inh hi DEA -4, Efa HMGR inh -3, TNAP inh noacc -4, TNAP act hi DEA 1, PPARg SRC-1 ag 1, TR-FRET SRC-2 ct 1606, PPARg SRC-2 ag -4 and PPARg SRC3 recr -5.
CC(CN1CCOCC1)OC(=O)C(C)(c1ccccc1)c1ccccc1 (stereo not drawn) was read as bIAP activator 0.9, bIAP inh 8, TNAP inh hi DEA 1, Efa HMGR inh 1, TNAP inh noacc 1, TNAP act hi DEA 1, PPARg SRC-1 ag 1, TR-FRET SRC-2 ct 1588, PPARg SRC-2 ag 10 and PPARg SRC3 recr 4.
For O=C(COC(=O)CCOc1ccccc1)NCc1ccco1 the results were bIAP activator 1, bIAP inh 4, TNAP inh hi DEA -8, Efa HMGR inh -4, TNAP inh noacc -15, TNAP act hi DEA 1.1, PPARg SRC-1 ag 2, TR-FRET SRC-2 ct 1436, PPARg SRC-2 ag -11 and PPARg SRC3 recr -5.
c1ccc(C(Cc2nc(-c3ccccn3)no2)c2ccccc2)cc1 was read as bIAP activator 1, bIAP inh 5, TNAP inh hi DEA -8, Efa HMGR inh -1, TNAP inh noacc -6, TNAP act hi DEA 1.1, PPARg SRC-1 ag -2, TR-FRET SRC-2 ct 1569, PPARg SRC-2 ag -4 and PPARg SRC3 recr 15.
For O=C(/C=N/O)NCCCN1CCCCCC1 the results were bIAP activator 0.9, bIAP inh 12, TNAP inh hi DEA 1, Efa HMGR inh -2, TNAP inh noacc -10, TNAP act hi DEA 1, PPARg SRC-1 ag -6, TR-FRET SRC-2 ct 1503, PPARg SRC-2 ag 7 and PPARg SRC3 recr -3.
Screening O=C(c1ccccc1-c1nc(-c2ccc(F)cc2)no1)N1CCCC1 returned bIAP activator 1.1, bIAP inh -7, TNAP inh hi DEA -5, Efa HMGR inh -4, TNAP inh noacc -4, TNAP act hi DEA 1, PPARg SRC-1 ag 5, TR-FRET SRC-2 ct 1522, PPARg SRC-2 ag 6 and PPARg SRC3 recr 9.
For O=C(CN1C(=O)NC2NC(=O)NC21)N/N=C/c1ccc(F)cc1 (stereo not drawn) the results were bIAP activator 1, bIAP inh 4, TNAP inh hi DEA -2, Efa HMGR inh -7, TNAP inh noacc -5, TNAP act hi DEA 1, PPARg SRC-1 ag 6, TR-FRET SRC-2 ct 1606, PPARg SRC-2 ag 2 and PPARg SRC3 recr 5.
For C#Cc1ccc([C@@H]2C=C(C(=O)OCC=C)O[C@H](OCC)[C@H]2CCCO)cc1 the results were bIAP activator 1.1, bIAP inh -6, TNAP inh hi DEA -3, Efa HMGR inh -12, TNAP inh noacc -3, TNAP act hi DEA 1, PPARg SRC-1 ag -4, TR-FRET SRC-2 ct 1255, PPARg SRC-2 ag -5 and PPARg SRC3 recr -2.
CCOC(=O)CSc1nnc(CSc2nc(N)c3c(C)c(C)sc3n2)n1-c1ccccc1 was read as bIAP activator 0.9, bIAP inh 6, TNAP inh hi DEA -2, Efa HMGR inh 1, TNAP inh noacc -12, TNAP act hi DEA 1, PPARg SRC-1 ag 4, TR-FRET SRC-2 ct 1605, PPARg SRC-2 ag 0 and PPARg SRC3 recr 1.
CCOC(=O)N(C)OC(=O)Nc1ccc(Cl)c(Cl)c1 was read as bIAP activator 1.1, bIAP inh -6, TNAP inh hi DEA -3, Efa HMGR inh -3, TNAP inh noacc 10, TNAP act hi DEA 1, PPARg SRC-1 ag 0, TR-FRET SRC-2 ct 1701, PPARg SRC-2 ag 3 and PPARg SRC3 recr 3.
CCN(c1ccc(NC(=O)COC(=O)c2cccs2)cc1)C(C)C was read as bIAP activator 0.9, bIAP inh 8, TNAP inh hi DEA -3, Efa HMGR inh -9, TNAP inh noacc -16, TNAP act hi DEA 1, PPARg SRC-1 ag -3, TR-FRET SRC-2 ct 1298, PPARg SRC-2 ag 6 and PPARg SRC3 recr 0.
For COc1ccc(OCCSc2nc(N)cc(=O)[nH]2)cc1 the results were bIAP activator 1, bIAP inh 1, TNAP inh hi DEA 6, Efa HMGR inh -5, TNAP inh noacc 0, TNAP act hi DEA 0.9, PPARg SRC-1 ag -1, TR-FRET SRC-2 ct 1527, PPARg SRC-2 ag -1 and PPARg SRC3 recr 3.
For CC(=O)c1cccc(NC(=S)NCc2ccco2)c1 the results were bIAP activator 0.9, bIAP inh 10, TNAP inh hi DEA -2, Efa HMGR inh -1, TNAP inh noacc -5, TNAP act hi DEA 1, PPARg SRC-1 ag 2, TR-FRET SRC-2 ct 1284, PPARg SRC-2 ag -3 and PPARg SRC3 recr -8.
`COCc1cc(/C=N\NC(=O)c2ccc(Cl)cc2)ccc1OC` gave bIAP activator 0.7, bIAP inh 27, TNAP inh hi DEA 2, Efa HMGR inh 1, TNAP inh noacc -5, TNAP act hi DEA 1, PPARg SRC-1 ag 1, TR-FRET SRC-2 ct 1643, PPARg SRC-2 ag 10 and PPARg SRC3 recr 4.
For O=C(NCCCn1ccnc1)c1noc2c1CCc1ccccc1-2 the results were bIAP activator 1, bIAP inh 3, TNAP inh hi DEA -3, Efa HMGR inh 1, TNAP inh noacc 12, TNAP act hi DEA 1, PPARg SRC-1 ag 0, TR-FRET SRC-2 ct 1744, PPARg SRC-2 ag 8 and PPARg SRC3 recr 12.
`Cc1ccsc1CNC12CC3CC(CC(C3)C1)C2` gave bIAP activator 1, bIAP inh 1, TNAP inh hi DEA -6, Efa HMGR inh -3, TNAP inh noacc -12, TNAP act hi DEA 1.1, PPARg SRC-1 ag 13, TR-FRET SRC-2 ct 1533, PPARg SRC-2 ag 7 and PPARg SRC3 recr 3.
For Cc1cccc(Nc2nc3c(S(=O)(=O)c4ccccc4)nnn3c3ccccc23)c1 the results were bIAP activator 0.7, bIAP inh 30, TNAP inh hi DEA -6, Efa HMGR inh -4, TNAP inh noacc -6, TNAP act hi DEA 1.1, PPARg SRC-1 ag 7, TR-FRET SRC-2 ct 1733, PPARg SRC-2 ag 4 and PPARg SRC3 recr -1.
CC(=O)Nc1ccc(/C(C)=N/NC(=O)CN(c2ccccc2Br)S(C)(=O)=O)cc1 was read as bIAP activator 1, bIAP inh 0, TNAP inh hi DEA 0, Efa HMGR inh -3, TNAP inh noacc -24, TNAP act hi DEA 1, PPARg SRC-1 ag 0, TR-FRET SRC-2 ct 1473, PPARg SRC-2 ag -4 and PPARg SRC3 recr 2.
`CSC(=CC(=O)c1ccccc1)SC` gave bIAP activator 1, bIAP inh 2, TNAP inh hi DEA 3, Efa HMGR inh 0, TNAP inh noacc -4, TNAP act hi DEA 1, PPARg SRC-1 ag 0, TR-FRET SRC-2 ct 1665, PPARg SRC-2 ag 3 and PPARg SRC3 recr 7.
`CCN(CC)S(=O)(=O)c1ccc2oc(C(=O)NCC3COc4ccccc4O3)c(C)c2c1` (stereo not drawn) gave bIAP activator 0.9, bIAP inh 8, TNAP inh hi DEA 0, Efa HMGR inh -6, TNAP inh noacc -5, TNAP act hi DEA 1, PPARg SRC-1 ag 1, TR-FRET SRC-2 ct 1565, PPARg SRC-2 ag 4 and PPARg SRC3 recr 2.
Cc1ccc(/C=N/n2c(C3CCCCC3)n[nH]c2=S)o1 was read as bIAP activator 1.1, bIAP inh -6, TNAP inh hi DEA 1, Efa HMGR inh -4, TNAP inh noacc -7, TNAP act hi DEA 1, PPARg SRC-1 ag 6, TR-FRET SRC-2 ct 1428, PPARg SRC-2 ag 0 and PPARg SRC3 recr 2.
Screening COc1cccc(OCC(O)CN2CCN(CCN3C(=O)c4cccc5cccc(c45)C3=O)CC2)c1 (stereo not drawn) returned bIAP activator 1.1, bIAP inh -15, TNAP inh hi DEA 3, Efa HMGR inh 0, TNAP inh noacc -2, TNAP act hi DEA 1, PPARg SRC-1 ag 7, TR-FRET SRC-2 ct 1719, PPARg SRC-2 ag 4 and PPARg SRC3 recr 5.
`CCOc1ccccc1OCCOCCOc1c(Cl)cccc1Cl` gave bIAP activator 0.5, bIAP inh 49, TNAP inh hi DEA 2, Efa HMGR inh 0, TNAP inh noacc -52, TNAP act hi DEA 1, PPARg SRC-1 ag -4, TR-FRET SRC-2 ct 1482, PPARg SRC-2 ag 1 and PPARg SRC3 recr -1.

Structures from the list above that have an NH in an aromatic ring, in the order listed:
For COc1ccc(OCCSc2nc(N)cc(=O)[nH]2)cc1 the results were bIAP activator 1, bIAP inh 1, TNAP inh hi DEA 6, Efa HMGR inh -5, TNAP inh noacc 0, TNAP act hi DEA 0.9, PPARg SRC-1 ag -1, TR-FRET SRC-2 ct 1527, PPARg SRC-2 ag -1 and PPARg SRC3 recr 3.
Cc1ccc(/C=N/n2c(C3CCCCC3)n[nH]c2=S)o1 was read as bIAP activator 1.1, bIAP inh -6, TNAP inh hi DEA 1, Efa HMGR inh -4, TNAP inh noacc -7, TNAP act hi DEA 1, PPARg SRC-1 ag 6, TR-FRET SRC-2 ct 1428, PPARg SRC-2 ag 0 and PPARg SRC3 recr 2.

Screens deposited in PubChem BioAssay by several laboratories.

Compounds were not picked by outcome; 1.6% or so of the library scored in one or more.
